USP28 block = blocks human USP28 ubiquitin-rhodamine cleavage. inhibition, % at 25 µM. actives 3% (n = 47,000). purified USP28, Ub-rhodamine cleavage fluorescence, 30 min. Q96RU2
UCHL1 inh = blocks human UCHL1 ubiquitin-rhodamine cleavage; P09936; purified UCHL1, Ub-rhodamine cleavage fluorescence; inhibition, % at 20 µM; actives 0.2% (n = 47,000); AID 1645859
Target sequence (P09936 whole entry, looked up): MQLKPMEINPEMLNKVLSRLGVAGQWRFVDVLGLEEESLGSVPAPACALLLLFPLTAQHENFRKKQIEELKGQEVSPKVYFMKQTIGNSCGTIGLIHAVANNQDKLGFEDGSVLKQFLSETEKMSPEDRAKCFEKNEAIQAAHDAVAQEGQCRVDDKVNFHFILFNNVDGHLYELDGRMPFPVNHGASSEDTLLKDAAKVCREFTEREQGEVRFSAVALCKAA
OTUD3 inh = human OTUD3 deubiquitinase inhibition; Q5T2D3; purified OTUD3, Ub-rhodamine fluorescence, 2 h; inhibition, % at 25 µM; actives 0.7% (n = 47,000)
Target sequence (Q5T2D3 whole entry, looked up): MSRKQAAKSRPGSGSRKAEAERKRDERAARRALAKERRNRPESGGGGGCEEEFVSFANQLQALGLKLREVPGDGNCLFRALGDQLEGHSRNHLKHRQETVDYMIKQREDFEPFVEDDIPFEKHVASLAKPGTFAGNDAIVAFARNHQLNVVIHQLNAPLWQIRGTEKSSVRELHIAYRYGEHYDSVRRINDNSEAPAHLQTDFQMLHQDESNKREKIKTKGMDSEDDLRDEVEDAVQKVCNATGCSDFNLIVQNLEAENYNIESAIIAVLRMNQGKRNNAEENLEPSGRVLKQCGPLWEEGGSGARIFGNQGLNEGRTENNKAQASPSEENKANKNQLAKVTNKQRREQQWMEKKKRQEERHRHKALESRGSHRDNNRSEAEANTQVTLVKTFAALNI
USP30 inh = inhibitors of human USP30 deubiquitinase. Q70CQ3. purified USP30, Ub-rhodamine cleavage fluorescence. inhibition, % at 25 µM. actives 5.3% (n = 47,000). AID 1645860
USP10 block = human USP10 deubiquitinase inhibition | Q14694 | purified USP10, Ub-rhodamine fluorescence, 60 min | inhibition, % at 20 µM | actives 1.1% (n = 47,000) | AID 1645856
USP17 inh = human USP17-like deubiquitinase inhibition; purified USP17, Ub-rhodamine cleavage fluorescence, 3 h; AID 1645855; actives 6.5% (n = 47,000); inhibition, % at 50 µM
USP7 block = inhibitors of human USP7 deubiquitinase | AID 1645854 | Q93009 | inhibition, % at 20 µM | actives 0.3% (n = 47,000) | purified USP7, Ub-rhodamine cleavage fluorescence
USP8 inh = human USP8 deubiquitinase inhibition; P40818; purified USP8, Ub-rhodamine cleavage fluorescence, 30 min; inhibition, % at 20 µM; actives 4.2% (n = 47,000); AID 1645853
The depositor's hits bear a star; i = inactive; . = not tested or not shown. Cut-off read from the data, not from the text of the source: active = inhibition above about 30%; inactive = the rest. Rows are unselected; about 13% have a hit in one of these screens.

canonical_smiles	USP28 block	UCHL1 inh	OTUD3 inh	USP30 inh	USP10 block	USP17 inh	USP7 block	USP8 inh
C=C1CCC[C@]2(C)C[C@H]3OC(=O)C(CNCCc4ccc(F)cc4)[C@H]3CC12 (stereo not given in full)	-11	3	-3	26	6	-13	0	5
N#Cc1ccccc1CSc1nnc2c3ccccc3nc(-c3ccco3)n12	-13	-4	-5	-15	0	-9	-2	-4
CC(C)(C)n1ncc2c(=O)n(CC(=O)NCc3ccccc3Cl)cnc21	.	-2	-2	.	-2	-18	2	-7
Fc1ccc(Oc2cnns2)cc1	6	3	8	29	2	13	8	2
CC1(C)Cc2c(sc3nc(SCc4ccccc4)nc(N4CCOCC4)c23)CO1	-4	4	0	-20	2	3	-5	5
Cc1ccc(CNC(=O)C2CCCN2c2nnc(N3CCCC3=O)s2)o1 (stereo not given)	-13	-11	-10	-50	-4	-25	-10	-25
COc1ccccc1CNC(=O)c1cccc(Nc2nc3ccccc3n3cnnc23)c1	0	-5	-14	-15	-7	2	-1	-5
Cc1cc(-c2cnc(C)nc2C2CCN(C(=O)c3cc(C(C)C)[nH]n3)CC2)on1	5	-4	8	17	0	9	5	6
COc1cccc(/C=C(/C(=O)OCC(=O)Nc2ccccc2OC)c2ccccc2)c1	5	4	5	-4	6	7	10	-99
CC(C)COC(=O)N1[C@@H](c2ccccc2)[C@@H](CO)C[C@]12CCCCN(CCO)C2=O	0	-2	1	0	0	-1	-6	0
O=C(c1n[nH]c2c1CCC2)N1CCCC(c2ccncn2)C1 (stereo not given)	-2	-1	-2	-2	1	-5	2	-5
c1ccc(-c2ccc(CN3CCCC(c4nnc5n4CCNCC5)C3)cc2)nc1 (stereo not given)	-4	-2	-1	-8	-2	-9	3	-12
CCCN1CCN(C(=O)c2cc(NC(=O)C(C)C)cc3nc(C)ccc23)CC1	-229	-144	-189	i	0	-158	-134	-300
Cc1nn(C)c2c1[C@@H](c1ccc(F)c(Br)c1)[C@H](NC(=O)c1ccccc1)C(=O)N2	71*	0	-12	-29	0	-11	-11	-20
Cc1cc(-c2ccnn2C(C)C)nc(C2CCN(C(=O)C(C)(C)C)CC2)n1	3	7	9	18	0	6	4	4
COc1ccc(Cn2nc(-c3ccccc3)cc2-c2ccccc2O)cc1	21	10	23	43*	19	12	3	14
CC(C)NC(=O)N1CNC(=O)C12CCN(C(=O)Cc1cnc[nH]1)CC2	-15	0	-1	-98	-6	6	-9	-9
Cc1noc(-c2cccnc2-n2cnc(C(=O)Nc3ccc(C)c(C)c3)c2)n1	-9	-5	-7	-16	0	-6	-9	-6
O=C(NC1CCc2ncc(C(F)(F)F)n2C1)c1ccncc1 (stereo not given)	-7	-1	-4	-21	-2	-2	0	-9
CCCn1c(=O)c2nscc2n(CC(=O)N2CCN(c3ccccc3)CC2)c1=O	.	-5	-1	.	-4	-15	-5	-13
Cc1ccc(-c2ccc(NCCN(C)C)nn2)cc1S(=O)(=O)N1CCCCC1	-5	-5	-5	4	-1	-10	-3	-3
Cc1ccccc1CC(=O)NC(C)(C)c1nc2c(c(C(N)=O)n1)OCO2	-5	-1	-8	0	3	-1	3	-22
CCOC(=O)C1CCN(C(=O)C2CCC3(CC2)CNC(=O)c2ccccc2O3)CC1 (stereo not given)	12	6	15	25	0	11	7	14
Cc1nc(Nc2ncccc2C)cc(C2CCCN2S(C)(=O)=O)n1 (stereo not given)	4	1	6	18	1	7	0	10
CCn1nc(-n2cnnc2)c(NC(=O)c2cccc(Cl)c2)c1C	12	-1	18	29	5	13	5	19
COc1cccc(C(=O)CSc2nnc(-c3cc4ccccc4o3)n2C)c1	8	-1	-3	3	2	12	0	27
Cc1cc(Nc2ccc(C)c(F)c2)c2ccccc2n1	14	5	7	30	0	6	3	9
O=C(O)Cn1cc2c(n1)CCCCCC2	-8	-1	-5	0	0	1	-1	3
COc1ccc(-n2nnnc2CN2CCN(S(=O)(=O)c3ccc(Cl)cc3)CC2)cc1	16	4	3	47*	10	40*	6	16
O=C1Nc2ccccc2C2(CCN(C(=O)c3ccc(Cl)cc3)CC2)O1	11	0	5	27	3	10	-1	17

A second format for some results above.
Results follow in this order: USP28 block | UCHL1 inh | OTUD3 inh | USP30 inh | USP10 block | USP17 inh | USP7 block | USP8 inh
> COc1ccc(-n2nnnc2CN2CCN(S(=O)(=O)c3ccc(Cl)cc3)CC2)cc1
→ 16 | 4 | 3 | 47* | 10 | 40* | 6 | 16
> CC(C)COC(=O)N1[C@@H](c2ccccc2)[C@@H](CO)C[C@]12CCCCN(CCO)C2=O
→ 0 | -2 | 1 | 0 | 0 | -1 | -6 | 0
> CC(C)NC(=O)N1CNC(=O)C12CCN(C(=O)Cc1cnc[nH]1)CC2
→ -15 | 0 | -1 | -98 | -6 | 6 | -9 | -9
> O=C1Nc2ccccc2C2(CCN(C(=O)c3ccc(Cl)cc3)CC2)O1
→ 11 | 0 | 5 | 27 | 3 | 10 | -1 | 17
> CCOC(=O)C1CCN(C(=O)C2CCC3(CC2)CNC(=O)c2ccccc2O3)CC1 (stereo not given)
→ 12 | 6 | 15 | 25 | 0 | 11 | 7 | 14
> COc1cccc(/C=C(/C(=O)OCC(=O)Nc2ccccc2OC)c2ccccc2)c1
→ 5 | 4 | 5 | -4 | 6 | 7 | 10 | -99

Remaining list, next part:
canonical_smiles	USP28 block	UCHL1 inh	OTUD3 inh	USP30 inh	USP10 block	USP17 inh	USP7 block	USP8 inh
COc1ccc(C2CC(=O)c3cnc(NCC4CCCO4)nc3C2)cc1OC (stereo not given)	14	3	15	30*	-1	16	-5	23
CNc1nccnc1C1CN(C(=O)c2snnc2C(C)C)CCO1 (stereo not given)	0	-1	7	7	1	4	4	13
COc1ccc(NC(=O)c2cnc(C)cn2)cc1NS(=O)(=O)c1ccc(Cl)c(Cl)c1	-74	-21	-42	-215	-5	-33	-13	2
Cc1ccc(S(=O)(=O)CCc2nc(S(=O)(=O)c3ccc(C)cc3)c(NCc3ccccc3)o2)cc1	14	3	9	16	2	7	5	15
CCCC(NC(=O)Cc1c(C)c2ccc(O)c(C)c2oc1=O)C(=O)O (stereo not given)	-10	-1	-8	0	2	-10	0	1
COc1ccccc1N1CCN(C(=O)CN2CCOC3(CC=CCN(C)C3=O)C2)CC1 (stereo not given)	-16	-3	-17	-44	-5	-9	-12	0
Cc1cc(C(=O)N2CCCCC2)c2c(=O)n(Cc3ccc4nonc4c3)c(=O)n(C)c2n1	8	-2	7	-20	-4	34*	-22	43*
CC(NC(=O)CN1C(=O)C2CCCN2C(=O)c2ccc(F)cc21)c1ccccc1 (stereo not given)	-19	-2	-7	-17	-2	-12	-2	5
c1cn(-c2ccc(-c3noc([C@@H]4CCCN4C4CCOCC4)n3)cn2)cn1	3	3	-12	-11	0	-14	-19	13
CCC(=O)Nc1ccccc1-c1nc2ccccc2n(CC(=O)Nc2cc(OC)ccc2OC)c1=O	40*	4	19	85*	1	45*	-2	11
Cn1nc(-c2nc(-c3ccccc3F)no2)c2c1CCN(C(=O)c1cccc(Cl)c1)C2	18	5	15	21	3	18	-18	23
Cc1cc(-c2cnc(N3CCSCC3)nc2[C@@H]2CCCO2)on1	0	0	3	33*	0	30	-10	-19
O=C(Cn1cnc2ccc(Cl)cc2c1=O)N(Cc1ccccc1F)C1CC1	0	4	8	14	0	7	-4	0
Cc1c(S(=O)(=O)N2CCCCC2)cc(C(=O)N2CCN(c3ccccc3F)CC2)n1C	-8	-2	-2	-6	0	-6	-4	-3
COc1ccc2c(c1)c1ncn(Cc3ccc4c(c3)OCO4)c(=O)c1n2C	11	-2	10	48*	-1	35*	5	26
CNC(=O)CN1CC2(CCN(c3ncccn3)CC2)COc2ccccc2S1(=O)=O	-22	-3	-6	-9	-2	-8	-4	-81
Cc1nn(-c2ccc(C(=O)N3CCCCC3)cn2)c(C)c1C	-15	0	-4	-12	0	.	-2	-7
CCCc1nnc(NC(=O)c2cc(-c3ccccc3O)n[nH]2)s1	7	4	3	-4	54*	8	16	1
O=C(C1CCCC1)N1CCC(c2nc3c(nnn3Cc3cccc(F)c3)c(=O)[nH]2)CC1	2	0	0	0	3	-54	-40	-6
O=C(Cc1ccccc1)Nc1ncc2c(n1)CC(c1cccs1)CC2=O (stereo not given)	-13	-6	-12	-115	-6	-3	-57	-11
Cc1ccc(CNS(=O)(=O)c2c(C)[nH]c(C)c2-c2nc(C)no2)cc1	1	-1	-1	5	1	1	-3	12
COc1cc(C)ccc1OCC(=O)Nc1ccc(Oc2ccccc2)cc1	18	10	22	28	12	9	15	10
Cc1ccc(Cl)cc1NC(=O)c1cnn2c3c(cnc12)CCCCC3	-14	0	-15	-68	-4	-14	4	-1
CCc1ccc(S(=O)(=O)N2Cc3c(Cn4ccnc4)nn(C)c3C2)cc1	2	1	12	15	4	-12	2	-61
CC(C)c1cc(N2CCN(C(=O)C3CC3)CC2)nc2nncn12	-7	0	-3	-1	-1	-6	1	4
CCCCNC(=O)c1nc(CS(=O)(=O)c2ccccc2)no1	.	-6	-1	.	-5	-18	-1	-19
O=C(c1cccc(S(=O)(=O)N2CCOCC2)c1)N1CCN(Cc2ccncc2)CC1	24	-1	-5	1	-1	0	1	-4
O=S(=O)(c1ccccc1F)N1CCCN(c2nc3cccnc3s2)CC1	8	-1	9	11	-2	-6	2	-58
COc1ccccc1CNC(=O)C1CCCN(C(=O)c2cc(-c3cccnc3)n[nH]2)C1 (stereo not given)	-2	-3	0	-1	3	.	2	-13
O=C(Nc1ccc(C(F)(F)F)cc1)N1CCc2[nH]cnc2C1c1ccncc1 (stereo not given)	20	0	9	13	1	1	-19	11

Pulled by structure from the list above:
canonical_smiles	USP28 block	UCHL1 inh	OTUD3 inh	USP30 inh	USP10 block	USP17 inh	USP7 block	USP8 inh
Cc1cc(-c2cnc(N3CCSCC3)nc2[C@@H]2CCCO2)on1	0	0	3	33*	0	30	-10	-19
Cc1cc(C(=O)N2CCCCC2)c2c(=O)n(Cc3ccc4nonc4c3)c(=O)n(C)c2n1	8	-2	7	-20	-4	34*	-22	43*
O=C(c1cccc(S(=O)(=O)N2CCOCC2)c1)N1CCN(Cc2ccncc2)CC1	24	-1	-5	1	-1	0	1	-4

(list continues)
canonical_smiles	USP28 block	UCHL1 inh	OTUD3 inh	USP30 inh	USP10 block	USP17 inh	USP7 block	USP8 inh
CC(=O)OC(C)[C@]12C=C(C)[C@H]3[C@H](C)[C@@H](O[C@H]4CC[C@@H](O)[C@@H](C)O4)C4=CC(=O)C=C(N1C(=O)[C@@](C)(O)C2=O)[C@]43O (stereo not given in full)	-8	-4	-2	-6	-1	-1	-4	4
Cn1c(=O)c2c(ncn2CCCOc2ccc(F)cc2)n(C)c1=O	-4	0	-16	-13	-1	0	-3	1
COc1cccc(NC(=O)C(c2ccccc2)N2Cc3ccccc3C2=O)c1 (stereo not given)	-11	3	-9	-41	-1	-2	-4	-10
CC(C)n1nccc1C(=O)N1CCC(c2cc(=O)n3[nH]ccc3n2)CC1	4	1	11	11	4	0	5	-8
Cc1nc(N2CCCCC2)ncc1C(=O)Nc1ccccc1F	6	0	-1	-12	0	1	-3	8
